# IEC-6 tox = cytotoxicity in IEC-6 intestinal epithelial cells, primary screen, cytotoxicity control for KLF5 inhibitor project, cell-based, luminescence. IEC-6 cytotoxicity, luminescence viability. inhibition, % at 5 µM. 290,000 compounds, 0.78% hits. AID 1825, 2009; in the data active = inhibition above about 22%;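 note: 0% = plate median of test compound wells and 100% = cytotoxic reference compound wells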
# HSF1 inhib = HSF1 inhibitors in luciferase reporter cells, primary screen, cell-based, NIH3T3, luminescence. NIH3T3-HGL HSE-luciferase, MG132-induced, luminescence 8 h; active compounds read low. activity change, negative = inhibition, % at 7.5 µM (by protocol). 300,000 compounds, 0.77% hits;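 active = more than half of replicate wells show activity change below -50%, luminescence cut by over half; inconclusive = some wells, but at most half, below -50%; inactive = no replicate well below -50%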;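 note: luciferase reports HSF-1 transcriptional activity via heat shock element; 0% = median of DMSO wells and -100% = zero luminescence signal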
# GSK3A inh = blockers of GSK3A enzyme activity – biochemical, luminescence, cell-free homogeneous, HTS, primary screen | 320,000 compounds, 0.1% hits | GSK-3 alpha kinase, ADP-Glo luminescence, 60 min | inhibition, % at 10 µM | Glycogen synthase kinase-3 alpha (Homo sapiens), P49840;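 in the data active = inhibition above about 50%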;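 note: GST-tagged GSK-3 alpha with peptide substrate and 25 µM ATP; 0% = DMSO neutral wells and 100% = GW8510 positive control wells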
# Target sequence (P49840 whole entry, looked up): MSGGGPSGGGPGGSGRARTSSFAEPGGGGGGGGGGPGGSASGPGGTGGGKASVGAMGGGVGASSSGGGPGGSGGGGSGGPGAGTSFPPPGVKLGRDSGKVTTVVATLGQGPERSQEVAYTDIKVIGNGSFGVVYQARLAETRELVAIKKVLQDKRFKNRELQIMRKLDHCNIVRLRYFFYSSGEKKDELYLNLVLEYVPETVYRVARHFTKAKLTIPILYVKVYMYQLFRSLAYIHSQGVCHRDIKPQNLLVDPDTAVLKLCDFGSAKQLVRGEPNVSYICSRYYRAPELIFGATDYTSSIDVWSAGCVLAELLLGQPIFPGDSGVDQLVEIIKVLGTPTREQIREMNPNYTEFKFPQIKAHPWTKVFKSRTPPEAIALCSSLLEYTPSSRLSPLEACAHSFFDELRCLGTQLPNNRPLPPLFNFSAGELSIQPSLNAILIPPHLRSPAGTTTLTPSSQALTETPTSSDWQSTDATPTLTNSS
# DYRK1A inh = rat Dyrk1A kinase inhibitors, primary screen, biochemical, single point, plate reader | Dual specificity tyrosine-phosphorylation-regulated kinase 1A (Rattus norvegicus), Q63470 | ADP-Glo luminescence, NFATc1 peptide | inhibition, % at 12.5 µM | 310,000 compounds, 0.43% hits; in the data active = inhibition above about 50%;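 note: plate controls were vehicle with enzyme for no effect and no enzyme for full effect; many of its hits are not listed in these tables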
# HSP90 refold inh = HSP90 inhibitors, primary screen, cell lysate, luminescence; Rabbit reticulocyte lysate, luciferase refolding luminescence, 3 h; 290,000 compounds, 0.91% hits; inhibition, % at 5.6 µM; Heat shock protein HSP 90 (rabbit reticulocyte lysate; luciferase refolding);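 active = inhibition above the screen-wide mean plus 3 SD, computed separately per campaign, cut at about 16% in these data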;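 note: 0% = DMSO wells and 100% = 60 µM geldanamycin wells; inhibitors lower the luminescence because luciferase stays unfolded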
# KLF5 inhibitor = KLF5 expression inhibitors, primary screen, DLD-1 cells, luminescence | DLD-1 KLF5 promoter-luciferase reporter | inhibition, % at 5 µM | 290,000 compounds, 0.23% hits | AID 1700, 2009;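 active = inhibition above a per-plate limit of that plate's mean compound inhibition plus 3 SD, cut at about 60% in these data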;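 note: 0% = DMSO wells and 100% = LY294002 at 200 µM; higher means less KLF5 promoter-driven luciferase light; inactives centre near -14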
# Platelet DG rel = inhibitors of platelet dense granule secretion, primary screen, cell-based, MLPCN, human platelets. human platelet-rich plasma, SFLLRN dense granule ATP release, luminescence. inhibition, %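 (compounds screened at 7.5 µM in platelet-rich plasma)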. 300,000 compounds, 0.22% hits. AID 1663, 2009;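 active = mean replicate score, as percent of positive control, at or above 50; inconclusive = mean below 50 but at least one replicate at or above 50; inactive = mean and every replicate below 50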
# GSK3beta inhib = human GSK3beta kinase inhibitors, primary screen, biochemical, cell-free homogeneous, HTS. AID 2097, 2009. 300,000 compounds, 0.038% hits. activity score (negative = inhibition), % at 10 µM. GST-GSK3beta kinase, ADP-Glo luminescence, 60 min; active compounds read low. Glycogen synthase kinase-3 beta (Homo sapiens), P49841;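 active = more than half of replicate wells score below -50%, meaning over 50% inhibition versus plate controls; inconclusive = some replicates but at most half score below -50%; inactive = no replicate scores below -50%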;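 note: 0% = median DMSO wells and -100% = median GW8510 positive control wells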
# Target sequence (P49841 whole entry, looked up): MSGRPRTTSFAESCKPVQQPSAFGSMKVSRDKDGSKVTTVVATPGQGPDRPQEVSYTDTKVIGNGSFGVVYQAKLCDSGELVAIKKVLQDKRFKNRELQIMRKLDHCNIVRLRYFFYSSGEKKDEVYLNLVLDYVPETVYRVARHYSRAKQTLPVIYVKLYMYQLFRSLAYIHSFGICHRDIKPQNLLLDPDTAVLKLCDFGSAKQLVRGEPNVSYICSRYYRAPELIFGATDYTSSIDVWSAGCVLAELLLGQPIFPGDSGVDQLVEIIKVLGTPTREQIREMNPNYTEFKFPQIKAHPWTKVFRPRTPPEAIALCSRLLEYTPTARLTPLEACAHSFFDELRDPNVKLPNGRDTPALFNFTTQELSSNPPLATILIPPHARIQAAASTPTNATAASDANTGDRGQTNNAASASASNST
#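 Test system – GST-tagged human GSK3beta kinase, cell-free · Incubation – 60 min enzyme reaction, room temperature · Signal – ADP-Glo luminescence · Also added – peptide substrate and ATP at 25 µM · Controls – DMSO neutral wells and GW8510 at 20 µM as positive · Buffer or medium – Tris/MgCl2 kinase buffer · Measure – Luminescence-derived activity versus plate DMSO and GW8510 wells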
# aSyn 5UTR inh = MLPCN primary screen, SNCA 5' untranslated region; alpha-synuclein 5'UTR reporter, inhibitor activity; inhibition, % (tested at 7.5 µM); 300,000 compounds, 0.82% hits; AID 1813, 2009; in the data active = inhibition above about 60%; inconclusive = no clear call, values can overlap the other calls;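 note: H4 neuroglioblastoma cells stably carrying SNCA 5'UTR luciferase fusion; 0% = DMSO wells and 100% = positive control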
# HSF1 activator = HSF-1 activators, primary screen, NIH3T3-HGL cells, MG132 stress, luminescence, single point; NIH3T3-HGL HSF-1 luciferase reporter, 8 h; 100% = twice DMSO control signal; activation, % at 9 µM; 300,000 compounds, 1.7% hits; AID 504408, 2011;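 active = mean replicate activation of at least 50% with a set share of replicates each reaching 50%; inconclusive = only one of those two conditions met; inactive = mean below 50% and too few replicates reaching it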;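 note: 0% = median of the neutral control wells and 100% = twice that signal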
# Active calls of the source: *; ? = inconclusive; . = not tested or not shown. Some of the compounds tested; count on the stated rates, not on these rows.
# Each structure is followed by: IEC-6 tox	HSF1 inhib	GSK3A inh	DYRK1A inh	HSP90 refold inh	KLF5 inhibitor	Platelet DG rel	GSK3beta inhib	aSyn 5UTR inh	HSF1 activator
CCNc1nc(NCc2ccccc2)nc(SCC(=O)Nc2ccccc2)n1
    -2.0	4.7	-1.6	-0.9	3.3	-21.7	0.1	-0.3	30.4	1.8
CN(C)S(=O)(=O)N1CCN(C(=O)c2ccccc2)CC1
    -3.8	-5.1	2.0	-0.2	-1.1	-23.6	1.4	5.7	27.5	-11.2
CCc1ccc(C(C)NC(=S)NCc2ccc(F)cc2)cc1 (centres undefined)
    -1.0	-0.7	0.4	2.7	1.9	-21.6	40.8	2.7	14.0	8.5
C=CCNc1nc(C(F)(F)F)nc2c1nnn2Cc1ccccc1Cl
    -4.4	-4.8	0.0	6.3	1.1	-21.2	5.2	.	9.4	-16.4
CCCc1cc(=O)oc2cc(OCC(=O)Nc3ccccn3)ccc12
    -0.8	16.2	0.8	-0.5	3.3	-15.2	5.2	-2.4	-91.7	33.8
CCOC(=O)C1=C(CN2CCc3ccccc32)NC(=O)NC1c1cc(C)ccc1C (centres undefined)
    0.9	10.4	4.3	-1.1	1.7	-0.4	11.9	-6.2	5.9	15.2
COCCN(C(=S)Nc1cccc(C)c1)C(C)c1cccs1 (centres undefined)
    -6.8	4.1	-0.8	-8.0	-1.8	16.1	6.7	2.4	-1.6	6.0
Cc1oc(-c2ccccc2F)nc1CN1CCC(C(=O)NCCC2=CCCCC2)CC1
    -5.1	3.3	2.0	4.1	3.8	-16.9	-3.0	1.8	18.0	0.6
O=C(Nc1ccc2c(c1)OCO2)c1cccc2c1C(=O)N(C1CCCCC1)C2
    -2.4	-3.8	-0.2	1.5	5.3	-7.6	0.7	-1.3	-1.5	-2.4
CC(C)Cc1ccc(C(C)C(=O)Nc2ccc(O)cc2)cc1 (centres undefined)
    1.9	1.2	2.2	-5.4	-2.4	-22.0	-10.2	-2.4	-22.7	3.0
COc1ccc(CN2C(=NC(=O)CCC3CCCC3)SC3CS(=O)(=O)CC32)cc1 (centres undefined)
    -3.2	-70.8*	1.5	-0.2	0.0	-4.2	-2.4	0.1	14.0	-77.7
Cn1c(C(=O)c2ccccc2)nc2ccccc21
    5.1	9.4	-2.8	-4.3	-2.9	-44.6	11.6	1.7	-8.6	11.2
CN(C)CCn1c(SCc2ccccc2C#N)nc2c(sc3ccccc32)c1=O
    2.1	2.3	1.7	6.6	-3.0	-37.4	3.2	2.1	-53.1	-2.3
Cc1noc(C)c1COc1ccc(C(=O)N2CCN(S(=O)(=O)c3ccc(Cl)cc3)CC2)cc1
    .	2.6	-2.9	-4.2	.	.	-0.6	1.3	0.5	8.8
Cc1nn(CC(=O)Nc2ccc(N3CCOCC3)cc2)c(C)c1Br
    -0.7	1.4	-1.6	-2.7	-2.2	-5.7	-1.6	2.7	-10.3	14.2
O=C(NNC1=NS(=O)(=O)c2ccccc21)c1ccc([N+](=O)[O-])cc1
    -8.4	-0.8	-0.2	-3.3	3.4	1.0	-1.3	0.9	16.3	21.4
CC1CN(S(=O)(=O)c2ccc(C(=O)N(CCCN(C)C)c3nc4c(Cl)cccc4s3)cc2)CC(C)O1 (centres undefined)
    -2.5	-6.2	4.1	1.9	-0.7	-16.3	-5.4	1.1	23.1	-11.0
O=C(CCN1C(=O)/C(=C/c2ccccc2Cl)SC1=S)Nc1cccnc1
    -1.6	-1.9	-0.6	-9.4	3.7	6.5	11.1	-2.0	3.7	-7.1
CC1CCN(C(=O)c2ccc(NC(=O)CC3SC(N4CCCC4)=NC3=O)cc2)CC1 (centres undefined)
    .	-3.3	-3.7	-0.7	.	.	-5.7	-2.6	-2.4	-16.0
COc1ccccc1OCCCOc1c(C)cc(C)cc1Br
    -4.6	4.8	5.0	1.4	-3.8	-17.4	-4.0	-3.0	-10.6	11.9
O=C(CNC(=O)/C=C/c1ccccc1)N=Nc1c(O)n(Cc2ccccc2)c2ccccc12
    -9.3	5.6	-0.2	.	2.1	8.3	-3.5	1.9	11.6	14.7
Cc1nn(-c2ccccc2)c2c1C(c1ccc(F)cc1)C(C#N)=C(N)O2 (centres undefined)
    2.9	-3.5	0.9	0.1	4.4	-10.9	-11.4	1.4	-39.2	1.9
N#Cc1c(N)n(CCNC(=O)c2cccs2)c2nc3ccccc3nc12
    1.7	0.7	25.0	2.5	2.1	-12.2	-0.6	-6.0	-21.0	35.6
COc1ccc(OC)c(-n2c(SCC(=O)NCc3ccco3)nnc2-c2c[nH]c3ccccc23)c1
    2.1	-3.0	2.3	-1.7	4.7	-5.6	2.8	2.4	11.4	0.9
CCCOc1ccc(C(=O)NCC(c2ccco2)N(C)C)cc1 (centres undefined)
    -1.1	2.4	-0.7	-2.7	-2.6	-15.1	-23.1	0.5	-45.5	15.1
Cc1ccc(S(=O)(=O)N[C@@H](CC(C)C)C(=O)N2CCC(C(=O)N[C@@H](Cc3ccccc3)C(=O)O)CC2)cc1
    2.7	3.8	-1.8	5.7	-2.7	0.2	-1.2	-0.9	2.1	2.0
Cc1ccccc1NC(=O)CCc1c(C)nn(-c2ccc(N3CCCCC3)nn2)c1C
    4.0	20.3	5.3	3.7	-0.9	-44.4	-2.4	-4.3	-38.9	?
O=C(C[n+]1ccccc1)Nc1c(Cl)cc(Cl)cc1Cl
    -3.9	-9.8	-4.5	-0.9	1.7	-0.7	-10.2	0.2	-21.0	2.0
O=C(NCc1cccnc1)Nc1cccc(NC(=O)NCc2cccnc2)c1
    -4.9	1.4	-2.5	4.2	2.9	-8.5	-8.1	-1.2	0.9	-4.0
CC(=O)c1ccc(N2CCN(C(=O)c3cc(-c4cccnc4)nc4ccc(Br)cc34)CC2)cc1
    2.8	-9.2	-4.7	.	3.6	-13.0	8.3	3.2	-25.3	-12.6
CCCCNC(=O)c1ccc2c(c1)S(=O)(=O)c1ccccc1C2=O
    2.1	-13.8	.	6.6	-6.2	-45.2	-7.7	1.9	0.7	-31.5
COc1ccc(C(=O)OCC(=O)C(C)(C)C)cc1S(=O)(=O)N(C)CCc1cccnc1
    -3.2	1.2	0.4	2.1	3.0	-27.3	.	-0.7	13.6	7.8
C=CCN(C(=O)CSC1=NC(=O)CN1C(C)=O)c1nc(C)c(-c2ccccc2)s1
    -8.9	25.6	-4.7	0.4	-6.0	-56.2	-11.0	3.4	-118.0	35.0
O=C(Cc1c(Cl)cccc1Cl)OCC(=O)N1CCN(C(=O)c2ccco2)CC1
    -9.4	-0.8	2.3	-3.8	-0.1	-21.2	-0.3	-2.9	16.0	1.0
COc1cc(/C=C2/C(=N)N3C(=NC2=O)SN=C3S(=O)(=O)C(C)C)ccc1OC(=O)c1ccco1
    -1.1	-3.7	-4.4	44.3	-3.6	-21.4	-28.4	1.7	2.8	8.2
O=C(Nc1ccccc1C(=O)O)c1ccccc1
    0.7	4.9	-5.1	11.2	3.8	-13.9	8.5	4.2	-37.6	13.2
CCn1c(=O)cc(SCC(=O)N(C)Cc2ccccc2)c2ccccc21
    -0.2	16.3	4.4	2.3	-3.0	-46.6	-1.7	-4.7	30.7	42.1
C=CCn1c(NCCOC)nc2c1c(=O)n(C)c(=O)n2C
    2.2	-1.8	0.1	2.3	-0.6	-20.3	-7.1	1.8	-6.2	6.5
COC(=O)C/C(N)=C(\C#N)C(=O)OC
    0.2	3.4	-1.6	-4.8	2.5	-26.0	-9.1	-1.7	7.1	-9.6
O=C(CCN1N=C(c2ccccc2)CCC1=O)NCC1COc2ccccc2O1 (centres undefined)
    -10.1	-6.5	-0.7	-2.8	-3.1	-3.6	-0.4	2.8	21.0	-1.7
Cc1ccc(OCC(=O)N/N=C/c2c[nH]c3ccccc23)c([N+](=O)[O-])c1
    6.5	2.7	-3.4	-7.8	3.0	-28.2	-59.3	-0.1	-23.9	0.8
O=C(NCc1nnc2c3ccccc3c(-c3ccccc3)nn12)c1ccccc1Cl
    7.3	-0.6	1.6	-3.0	-4.0	13.9	1.6	-0.3	5.0	9.5
Cc1[nH]c2ccccc2c1Cc1n[nH]c(=S)n1C
    -2.5	6.2	-2.0	5.1	-3.4	-28.4	-3.0	-1.2	7.9	29.7
Cc1ccc(SCC(=O)OCC(=O)NC(C)c2ccc(Br)cc2)cc1 (centres undefined)
    -2.9	-2.2	-3.5	-4.4	7.0	-4.1	-2.9	-4.3	10.0	-9.5
CC(OC(=O)C1CC1)C(=O)Nc1cc(C(F)(F)F)ccc1Cl (centres undefined)
    -2.0	-16.0	1.0	-5.6	2.0	9.1	-3.0	-0.3	19.2	4.4
Cn1c(=O)cc(SCC(=O)NCc2ccco2)c2ccccc21
    -2.6	-1.5	1.8	4.4	2.4	-9.3	-6.1	-1.4	-9.7	-11.8
O=C(Nc1ccc2c(c1)OCCO2)C1CCN(c2nnnn2-c2ccccc2)CC1
    4.6	-5.8	2.5	-18.9	0.6	-19.0	2.5	-0.6	23.3	3.0
Cc1ccc(CNC(=O)c2ccc(NC(=O)C3=CSCCO3)cc2)cc1
    0.6	8.0	-1.1	-3.9	-5.9	-17.3	4.5	-0.2	5.3	8.8
C[C@H](NC(=O)c1nc[nH]c1C(=O)N[C@@H](Cc1ccccc1)C(=O)OC(C)(C)C)C(=O)OC(C)(C)C
    .	12.5	3.3	0.4	.	.	-0.8	-1.8	28.2	33.6
Cc1ccc(NCc2nnc(SCCN3CCCCC3)n2CC2CCCO2)c(C)c1 (centres undefined)
    -2.6	-37.0	-1.5	-3.4	-3.0	-24.1	0.7	2.4	-6.3	-49.6
COc1cccc(N2C(=NC(=O)CCC3CCCC3)SC3CS(=O)(=O)CC32)c1 (centres undefined)
    -3.7	-2.5	1.8	0.7	-0.5	-18.5	1.8	-0.4	25.0	7.4
CC(=O)Nc1ccc(Nc2cc(N3CCOCC3)c3nonc3c2[N+](=O)[O-])cc1
    -11.3	-34.0	13.7	-2.3	1.4	-33.5	13.5	2.5	10.4	-43.5

# Assay outcomes from PubChem.
